RGS12 GoLoco inh: RGS12 GoLoco-Gai1 interaction inhibition; P63096; Gai1:RGS12 GoLoco peptide FP, rhodamine, 10 min; Potency, µM (series often up to 61.6 µM), for the others: at the highest dose activity, negative = inhibition, most hits filed as inhibitors; actives 0.44% (n = 230,000); AID 880; active means well fitted inhibition curve with a large enough effect, not every such curve was filed as active; inactive means no such curve, though single readings can be large or run the other way; further: nearly all actives have a fitted effect of over 30% in size; many of its hits are not listed in these tables
Target sequence (P63096 whole entry, looked up): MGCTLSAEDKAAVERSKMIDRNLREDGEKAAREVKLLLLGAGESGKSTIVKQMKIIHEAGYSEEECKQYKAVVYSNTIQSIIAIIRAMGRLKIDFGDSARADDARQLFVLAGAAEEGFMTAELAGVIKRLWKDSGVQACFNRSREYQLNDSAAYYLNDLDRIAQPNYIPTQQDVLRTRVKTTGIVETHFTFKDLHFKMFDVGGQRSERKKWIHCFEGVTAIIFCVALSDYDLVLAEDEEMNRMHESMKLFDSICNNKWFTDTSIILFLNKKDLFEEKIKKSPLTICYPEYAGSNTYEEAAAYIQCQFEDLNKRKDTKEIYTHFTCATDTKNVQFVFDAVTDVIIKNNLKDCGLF
L3MBTL1 block: blocks human L3MBTL1 | actives 0.66% (n = 230,000) | AlphaScreen L3MBTL1–H3K9me1 peptide binding | AID 485360 | Potency, µM (doses to about 57.1 µM), for inactives: at the highest dose activity, negative = inhibition, usual class: inhibitors; further: nearly all actives have a fitted effect of over 60% in size
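Read-out is AlphaScreen signal from streptavidin donor and nickel chelate acceptor beads (10 ug/mL final each) bridging L3MBTL1 (50 nM) and biotinylated K9-monomethylated H3(1-15) peptide (75 nM), after 30 min compound exposure at room temperature.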
GAA inhib: inhibitors of human lysosomal alpha-glucosidase; P10253; purified human GAA, 4-MU-alpha-glucoside fluorescence; Potency, µM (series often up to 76.9 µM), inactives show top-dose activity change, negative = inhibition, usual class: inhibitors; actives 0.005% (n = 200,000);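 further: plate controls were uninhibited enzyme wells for no effect and no-enzyme background for full effect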
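Read-out is 4-methylumbelliferone fluorescence (Ex 365/Em 440 nm) after NaOH/glycine stop at pH 10. Enzyme 4 nM, substrate 400 uM, pH 5.0 citrate buffer, 20 min room temperature; AC50 from Hill-equation concentration-response.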
aGlu spleen mod: lysosomal alpha-glucosidase (human) modulation | AID 2112 | P10253 | human spleen homogenate, 4-MU-alpha-glucoside fluorescence | actives 0.006% (n = 240,000) | Potency, µM (series often up to 79.9 µM), for inactives: at the highest dose activity change, negative = inhibition, most hits filed as inhibitors;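 further: 0% = enzyme with vehicle and -100% = no enzyme basal signal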
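Human spleen homogenate (1 ug) incubated with compounds and 1 mM 4-methylumbelliferyl-alpha-D-glucopyranoside in pH 5.0 citrate/phosphate buffer, 37 C, 40 min. Stopped at pH 10; 4-MU fluorescence (Ex 365/Em 440 nm); AC50 by Hill fit.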
TRb SRC2 PPI: disrupts binding of human TR beta to SRC2. TRbeta-SRC2 peptide binding, fluorescence polarization; receptor liganded with 1 µM T3. Potency, µM (top dose mostly 106 µM), without a hit: top-dose activity change, negative = inhibition, usual class: inhibitors. actives 0.065% (n = 280,000). AID 1469;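 further: plate controls were bound peptide for no effect and peptide without receptor for full effect; nearly all actives have a fitted effect of over 50% in size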
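Each compound concentration gave % activity, normalized to unbound and bound Texas Red SRC2 controls, from polarization read after 5 hr ambient incubation with T3-loaded human TRb LBD.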
TR SRC2 fluor cs: Texas Red fluorescence interference in TRb-SRC2 counter-screen. AID 1479. actives 0.29% (n = 280,000). Potency, µM (titrated, usually from 106 µM), for the others: at the highest dose fluorescence change, negative = quenching. TRb/SRC2 Texas Red total fluorescence interference; active means well fitted curve in either direction with a large enough effect; inconclusive means small, poorly fitted or top-dose-only effect
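Human TRβ ligand-binding domain (0.6 uM) and Texas Red SRC2 peptide (20 nM) in Tris buffer with 1 uM T3 and 5% DMSO were incubated with pinned compound for 5 hr at ambient temperature. Total fluorescence was computed as S + 2P (555/632 nm).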
GAA glycogen: inhibitors or activators of human alpha-glucosidase glycogen cleavage; AID 2100; recombinant GAA, glycogen substrate, Amplex Red glucose oxidase fluorescence; P10253; Potency, µM (top dose mostly 76.4 µM), without a hit: top-dose activity change, negative = inhibition, usual class: inhibitors; actives 0.38% (n = 300,000);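 further: 0% = full enzyme reaction and -100% = no-enzyme basal signal; the screen sought inhibitors and activators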
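Recombinant human enzyme (4 nM); glycogen substrate; 37 C, 40 min, pH 5.0. Readout: coupled glucose oxidase/Amplex Red fluorescence.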
RECQ1 inh: RECQ1 (human) helicase inhibition; P46063; RECQ1 DNA unwinding, red fluorescence kinetic read; Potency, µM (titrated, usually from 57.3 µM), for the others: top-dose activity, negative = inhibition, usual class: inhibitors; actives 0.54% (n = 240,000);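 further: plate controls were vehicle for no effect and no enzyme for full effect; nearly all actives have a fitted effect of over 30% in size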
Target sequence (P46063 whole entry, looked up): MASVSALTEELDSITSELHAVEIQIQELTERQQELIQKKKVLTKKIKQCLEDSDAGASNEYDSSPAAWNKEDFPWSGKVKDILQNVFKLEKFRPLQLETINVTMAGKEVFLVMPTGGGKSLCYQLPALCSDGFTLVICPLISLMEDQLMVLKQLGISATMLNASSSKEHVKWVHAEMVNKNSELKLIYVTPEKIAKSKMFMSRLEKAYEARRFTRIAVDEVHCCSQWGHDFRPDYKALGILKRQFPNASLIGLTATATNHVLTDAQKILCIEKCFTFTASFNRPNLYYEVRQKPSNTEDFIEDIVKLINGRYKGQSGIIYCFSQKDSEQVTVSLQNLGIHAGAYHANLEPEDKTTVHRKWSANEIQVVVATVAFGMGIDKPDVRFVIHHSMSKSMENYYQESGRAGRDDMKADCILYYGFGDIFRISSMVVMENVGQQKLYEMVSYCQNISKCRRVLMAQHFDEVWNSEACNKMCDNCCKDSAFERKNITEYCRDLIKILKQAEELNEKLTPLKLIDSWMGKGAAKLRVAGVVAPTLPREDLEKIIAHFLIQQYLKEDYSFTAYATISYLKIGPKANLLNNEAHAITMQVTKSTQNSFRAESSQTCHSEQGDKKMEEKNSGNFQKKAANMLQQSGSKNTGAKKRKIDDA
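50 nM RECQ1T1 preincubated 15 min with compound in Tris pH 8.0 buffer with MgCl2, DTT, Tween-20 and 2.5 ug/ml poly(dI-dC); started with 200 nM TAMRA/BHQ-2 forked duplex and 2 mM ATP. Unwinding read as fluorescence (525/598 nm), two reads 2 h apart.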
Starred values were filed as active, the others as inactive; i = inactive; ? = inconclusive; · = no result given; [ ] = remark or other dose. Unless noted, the call rests on the fitted dose curve; in most records, active means well fitted curve in the direction sought with a large enough effect; inconclusive means small, poorly fitted or top-dose-only effect, or another doubt; inactive means no such curve, though single readings can be large; an effect the other way counts as inactive or inconclusive. Unless noted, on the % scale 0 is the no-effect control and ±100 the full control effect; potency means the concentration at half of the fitted maximal effect.

smiles	RGS12 GoLoco inh	L3MBTL1 block	GAA inhib	aGlu spleen mod	TRb SRC2 PPI	TR SRC2 fluor cs	GAA glycogen	RECQ1 inh
CCOC(=O)C(C)Oc1cccc2c(=O)n(CC(=O)N3CCCc4ccccc43)ccc12 (stereo not drawn)	-3%	-17%	0%	-5%	-5%	-1%	-8%	5%
COc1ccccc1C(=O)NC(C)c1nc2ccccc2[nH]1 (stereo not drawn)	4%	2%	-14%	-7%	-3%	-1%	5%	-6%
CN(CCc1ccccn1)C1CC(=O)N(c2ccc(Cl)cc2)C1=O (stereo not drawn)	-5%	·	-3%	-5%	-5%	1%	3%	4%
CC(C)(C)n1nnnc1C(c1cccs1)N1CCN(C(=O)c2ccco2)CC1 (stereo not drawn)	10%	3%	0%	-7%	-2%	0%	-3%	-3%
Cc1cc(C)c2nc(/N=C(\N)NC(=O)c3ccccc3)nc(C)c2c1	23%	·	·	-3%	0%	-2%	8%	1%
O=C(Nc1ccccc1C(=O)N1CCN(Cc2ccccc2)CC1)c1ccccn1	-8%	0%	0%	2%	-10%	-1%	4%	i
CC(C)[C@@H]1NC(=O)N(c2ccc(Oc3ccccc3)cc2)C1=O	4%	4%	-4%	-3%	2%	0%	6%	i
O=C(CSc1nnc(Cc2cc(=O)[nH]c(=O)[nH]2)n1-c1ccccc1)N1CCCc2ccccc21	16%	5%	2%	-4%	-8%	-3%	6%	-7%
CCCCS(=O)(=O)NC1=NCN(CCO)CN1	11%	-4%	?	1%	-23%	0%	7%	-14%
CCOC(=O)NC(=O)C(=CNc1cccc(OC)c1)C(=O)NC(=O)OCC	-9%	6%	-4%	-2%	2%	-4%	2%	0%
O=C(Nc1ccncc1)c1ccc(F)cc1	4%	·	-12%	-2%	-4%	-3%	4%	-2%
CS(=O)(=O)NCc1ccc(C(=O)O)cc1	8%	·	-1%	6%	3%	4%	6%	-11%
O=C(NCCCCN1CCN(c2cccc(Cl)c2Cl)CC1)c1ccc2c(c1)Cc1ccccc1-2	·	·	·	6%	1%	9%	·	-5%
Cc1cccc(NC(=S)N=Nc2c(O)n(C)c3ccc(S(=O)(=O)N4CCOCC4)cc23)c1	3%	-18%	1%	6%	8%	-1%	-9%	-3%
CN(CC(=O)Nc1ccc(F)cc1)CC(=O)Nc1ccc(F)c(F)c1F	10%	-2%	11%	-2%	-5%	-4%	-1%	i
COc1cc(NC(=O)c2ccco2)c(OC)cc1NC(=O)CSc1ncc(-c2ccc(F)cc2)[nH]1	-13%	2%	?	6%	2%	4%	4%	-1%
Cc1nc(NC(C)c2ccccc2)sc1C(=O)Nc1ccccc1 (stereo not drawn)	6%	19%	-8%	·	-1%	0%	-10%	-4%
CCOC(=O)c1sc(SC)c(C(C)=O)c1C	-10%	·	-1%	-4%	2%	2%	-7%	17%
Cc1noc(C)c1COc1ccc(CC(=O)NCCc2ccccc2)cc1	1%	·	6%	0%	-1%	-3%	2%	i
O=C(NNC1=NCCC1)c1cccc(S(=O)(=O)N2CCCCC2)c1	·	0%	4%	-5%	2%	2%	7%	-1%

Carrying on:
smiles	RGS12 GoLoco inh	L3MBTL1 block	GAA inhib	aGlu spleen mod	TRb SRC2 PPI	TR SRC2 fluor cs	GAA glycogen	RECQ1 inh
O=C(O)C1CCCCC1C(=O)NCc1ccc(F)cc1 (stereo not drawn)	-1%	-2%	-3%	-2%	-5%	2%	-16%	i
O=C(C1=C[C@H](C2CCCCC2)C[C@H](OCc2ccc(CO)cc2)O1)N1CCOCC1	5%	3%	·	0%	-10%	1%	-6%	-2%
FC(F)(F)c1ccc(Cl)c(NC(=S)N/N=C/c2ccccc2Cl)c1	10%	5%	·	-1%	-3%	0%	-5%	-1%
CCCSc1nc2c(c(=O)n(C)c(=O)n2C)n1C	5%	3%	6%	5%	-5%	-2%	-4%	i
C=CCOc1ccc(C2CC(C)=NN2c2ccccc2)cc1 (stereo not drawn)	2%	1%	2%	0%	-2%	-1%	-12%	-13%
CC(=O)NCCn1c(SCC(=O)NC2CCCCC2)nc2ccccc2c1=O	-2%	·	-1%	-10%	-2%	-7%	-3%	-7%
COc1cccc(NC(=O)CN(C)CC(=O)Nc2ccccc2-c2ccccc2)c1	-3%	-3%	-5%	4%	-2%	0%	0%	-8%
CC1(C)CC(=O)C(C=NCC2CCN(C(=S)Nc3cccc(Cl)c3)CC2)=C(O)C1	16%	5%	-15%	-3%	0%	1%	0%	i
O=C(CCN1CCOCC1)Nc1ccc2c(c1)N(C(=O)CN1CCOCC1)c1ccccc1CC2	4%	-3%	1%	4%	-15%	3%	-31%	?
CCOC(=O)C(O)(CC(=O)Nc1ccc(Cl)cc1Cl)C(F)(F)F (stereo not drawn)	-3%	5%	-3%	1%	-3%	0%	-4%	-1%
CCCCOC(=O)c1ccc(NC(=O)c2nn(C)cc2Br)cc1	10%	11%	2%	-13%	0%	-1%	-9%	1%
CC(C)C(=O)Nc1ccc(C(=O)NNC(=O)c2ccco2)cc1	0%	2%	-1%	-4%	-16%[53 µM]	-1%[53 µM]	3%	i
O=C(Cn1ncc2c1-c1ccccc1OC2)N1CCN(Cc2ccccc2)CC1	5%	-1%	·	7%	5%	-2%	2%	-7%
Cc1nn(-c2ccccc2)cc1/C=N/NS(=O)(=O)c1ccccc1	-1%	12%	3%	1%	5%	-3%	-2%	-4%
COc1ccccc1C1/C(=C(/O)c2ccc(C)cc2)C(=O)C(=O)N1CCN1CCOCC1 (stereo not drawn)	-4%	13%	3%	-8%	3%	0%	-3%	-3%
CC1Cc2ccccc2N1C(=S)NC(=O)c1ccco1 (stereo not drawn)	17%	8%	-4%	-1%	-10%	-4%	-24%	-4%
O=C(Cn1nnc2ccccc2c1=O)NCc1ccco1	-1%	-7%	-4%	2%	-4%	-1%	8%	i
Cc1cn2c(N)c(C=C3C=C(Cl)C(=O)C(Cl)=C3)c(=O)nc2s1	26%	1%	0%	7%	-1%	-9%	-10%	-2%
CC(=O)c1cccc(NC(=O)C(CC(C)C)NC(=O)C2CCCCC2)c1 (stereo not drawn)	7%	·	-1%	-5%	-6%	-7%	5%	-4%
COc1ccc(C(=O)Nc2sc(C(=O)N(C)C)c(C)c2C#N)cc1[N+](=O)[O-]	0%	9%	-4%	0%	-2%	-1%	-11%	i

No new results follow: 3 of the compounds above.
smiles	RGS12 GoLoco inh	L3MBTL1 block	GAA inhib	aGlu spleen mod	TRb SRC2 PPI	TR SRC2 fluor cs	GAA glycogen	RECQ1 inh
Cc1cn2c(N)c(C=C3C=C(Cl)C(=O)C(Cl)=C3)c(=O)nc2s1	26%	1%	0%	7%	-1%	-9%	-10%	-2%
CC(=O)c1cccc(NC(=O)C(CC(C)C)NC(=O)C2CCCCC2)c1 (stereo not drawn)	7%	·	-1%	-5%	-6%	-7%	5%	-4%
COc1ccc(C(=O)Nc2sc(C(=O)N(C)C)c(C)c2C#N)cc1[N+](=O)[O-]	0%	9%	-4%	0%	-2%	-1%	-11%	i

More structures:
smiles	RGS12 GoLoco inh	L3MBTL1 block	GAA inhib	aGlu spleen mod	TRb SRC2 PPI	TR SRC2 fluor cs	GAA glycogen	RECQ1 inh
C=CCOC(=O)C1=C[C@H](c2ccc(C(F)(F)F)cc2)[C@@H](CCCO)[C@H](OCC)O1	-11%	21%	·	-6%	-9%	-3%	-19%	?
O=C1CC(c2ccc(F)cc2)Cc2nc(NCc3ccco3)ncc21 (stereo not drawn)	0%	2%	-1%	-5%	5%	0%	8%	8%
O=c1cc([O-])[n+]2c3n1CCCN3CCC2	4%	4%	-2%	-18%	-3%	1%	-3%	1%
O=C1N=c2ccccc2=C1c1sc(NS(=O)(=O)c2ccccc2)nc1O	15%	-15%	-14%	-5%	0%	-26%	-7%	-12%
COC(=O)c1ccc(/C=N/Nc2nc(-c3ccc(C)cc3)cs2)cc1	-4%	11%	9%	-3%	-11%	-1%	6%	-6%
COCC(=O)OCC(=O)N1N=C(c2ccc(Cl)cc2)CC1c1ccco1 (stereo not drawn)	-4%	-16%	-6%	-1%	6%	-3%	2%	-15%
CCOC(=O)Cc1nn2c(=O)cc(C)nc2s1	3%	1%	-10%	-5%	10%	0%	-24%	-3%
C[N+]1(C)CCCC(OC(=O)C(O)(c2ccccc2)c2ccccc2)C1 (stereo not drawn)	7%	·	·	-2%	4%	-2%	·	i
CCN1CCc2c(OCC(=O)N3CCc4ccccc43)cccc2C1=O	5%	2%	-1%	3%	0%	0%	0%	-19%
O=[N+]([O-])/C=C/c1cn(Cc2ccc(F)cc2)c2ccccc12	-6%	-9%	-2%	1%	-12%[53 µM]	3%[53 µM]	8%	-11%
O=C(O)C1=C(C(=O)Nc2cc(C(F)(F)F)ccc2Cl)CCCC1	18%	-1%	12%	-1%	-6%	-4%	-11%	i
C=CCN(c1ccc(OC)cc1)S(=O)(=O)c1ccc(Cl)c(C(=O)OCC(=O)NC2CC2)c1	-1%	·	-2%	9%	1%	-5%	0%	0%
Clc1ccc(CSc2nnc(/C=C/c3ccccc3)o2)c(Cl)c1	4%	10%	-4%	0%	-1%	-9%	-3%	1%
COc1cc(NC(=O)O[C@@H]2C(=O)c3cc(Br)ccc3O[C@H]2c2ccc3c(c2)OCO3)cc(OC)c1OC	3%	·	·	-2%	-1%	-1%	·	i
CN1CCN(C(=S)NC(=O)c2ccc(Cl)cc2)CC1	-1%	-9%	15%	1%	-4%	-3%	-9%	-4%
O=C(O)c1cc(N(Cc2ccccc2O)Cc2ccccc2O)ccc1O	·	·	·	6%	-7%	2%	·	?
COc1cc(/C=C2\N=C3CCCCCN3C2=O)ccc1O	-11%	·	-10%	-9%	6%	-5%	-25%	-6%

Screens as filed in PubChem.

The list is partial; count on the stated rates, not on these rows.
